Screening data as filed in PubChem BioAssay.
PDI turbidity = inhibitors of human protein disulfide isomerase | P07237 | PDI insulin aggregation turbidity, A650, 90 min | inhibition, % at 10 µM | 0.052% of 350,000 active | AID 588391;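 active = mean inhibition across replicates of 30% or more, whatever share of single replicates reach that level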;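 note: absorbance from insulin aggregation driven by PDI reduction with DTT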
Target sequence (P07237 whole entry, looked up): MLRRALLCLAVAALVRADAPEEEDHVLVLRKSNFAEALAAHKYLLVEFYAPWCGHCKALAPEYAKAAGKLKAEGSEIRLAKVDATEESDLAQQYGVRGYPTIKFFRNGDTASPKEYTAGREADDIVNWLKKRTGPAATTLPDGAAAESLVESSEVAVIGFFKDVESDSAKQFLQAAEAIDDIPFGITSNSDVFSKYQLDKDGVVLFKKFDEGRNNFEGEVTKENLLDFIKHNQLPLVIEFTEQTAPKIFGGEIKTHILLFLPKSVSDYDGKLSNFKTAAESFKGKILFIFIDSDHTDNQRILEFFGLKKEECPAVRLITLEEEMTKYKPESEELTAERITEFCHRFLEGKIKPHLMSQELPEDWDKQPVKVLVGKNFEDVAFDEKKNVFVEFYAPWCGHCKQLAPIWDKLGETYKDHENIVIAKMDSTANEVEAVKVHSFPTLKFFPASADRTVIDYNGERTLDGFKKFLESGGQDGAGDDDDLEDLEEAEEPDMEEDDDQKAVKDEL
CaV13 ICDI inh = Disruptors of the CACNA1D IQ motif to Ca2+-dependent inactivation inhibitor domain association, primary screening, Förster resonance energy transfer in intact living …. HEK cells, CFP/YFP FRET ICDI-IQ, plate reader, 10 min; percent FRET-ratio fall versus neutral wells. inhibition, % at 12.3 µM. 0.098% of 340,000 active. AID 743397;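 active = mean replicate inhibition of at least 30% and at least 1% of replicates passing that level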;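 note: 0% = median of the neutral control wells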
iPSC survival up = increases survival of single human iPS cells. hiPSC single-cell survival, ATPlite luminescence; 100% = ROCK inhibitor wells, 0% = DMSO. survival enhancement, % at 20 µM. 0.044% of 360,000 active. AID 602274; in the data active = survival enhancement above about 18%;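 note: cells exposed to compounds for 16 hours before the ATP read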
Cardio protect = myocardial damage modulation in H9c2 cells | H9c2 cardiomyocytes, H2O2 injury protection, ATPLite, 2 h | protection from H2O2 cell death, % at 20 µM | 0.63% of 360,000 active | AID 588492;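 active = compounds giving at least 50% protection of heart cells from peroxide-induced death in the single-dose screen, raw or plate-pattern-corrected value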;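 note: 0% = DMSO wells with peroxide and 100% = DMSO wells without peroxide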
aDG glyco act = increases alpha dystroglycan glycosylation. Pro5-aDG cells, alpha-DG glycosylation AlphaScreen (IIH6); 0% Pro5, 100% B10-LARGE cell signal. 0.22% of 360,000 active. activation, % at 10 µM;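 active = activation of at least 8% versus controls, or a plate z-score of at least 8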;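 note: Pro5 are CHO cells carrying HIG-tagged alpha-DG that lacks glycosylation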
Exocytosis inh = blocks lytic granule exocytosis; TALL-104 LAMP-1 surface exposure, flow cytometry; cells stimulated with thapsigargin and PMA; inhibition, % at 10 µM; 0.66% of 360,000 active; AID 651702;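 active = inhibition above about 55%, limit read from the data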
Vif inh = HIV Vif inhibition. HEK293T cells, Vif self-association by quenched fluorescence, imaging, 24 h. inhibition, % at 7.49 µM. 0.35% of 340,000 active. AID 602346; in the data active = inhibition above about 50%, passing the limit was not always enough; note: some results filed as inactive read as strong as hits
Glyco luc inh = blocks N-linked glycosylation in D54 reporter cells; reporter increase, % at 12.5 µM; AID 588692; D54 ERlucT glycosylation luciferase reporter, 24 h; percent of 100 nM tunicamycin response; 0.23% of 360,000 active;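 active = mean luciferase reporter signal, scaled so untreated is 0 and the glycosylation-blocking control 100, at or above a set limit in every replicate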;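 note: luciferase carries N-glycosylation sites so blocking glycosylation raises the light; 0% = median of neutral control wells and 100% = median of 100 nM tunicamycin wells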
ABCB6 inh MLPCN = inhibitors of human ABC transporter ABCB6 | Q9NP58 | K562-ABCB6 porphyrin accumulation, flow cytometry, 1 h; active compounds read low | fluorescence ratio to DMSO, % at 10 µM | 0.19% of 360,000 active | AID 602162;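 active = fluorescence ratio to DMSO below 75%, the collection mean minus 3 SD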;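 note: signal is porphyrin accumulated inside mitochondria; 100% equals median channel fluorescence of DMSO control wells; lower ratio means ABCB6 inhibition with less porphyrin fluorescence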
HTR2A ag = agonists of mouse serotonin 5-HT2A receptor (HTR2A); P35363; CHO-K1 mHTR2A beta-arrestin complementation, luminescence; percent of 30 µM serotonin response; activation, % at 7.6 µM; 0.66% of 360,000 active;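 active = activation above a run cutoff, the mean activation of all tested compounds plus 3 SD, cut at about 14% in these data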;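 note: 0% = plate median of compound wells and 100% = 30 µM serotonin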
Target sequence (P35363 whole entry, looked up): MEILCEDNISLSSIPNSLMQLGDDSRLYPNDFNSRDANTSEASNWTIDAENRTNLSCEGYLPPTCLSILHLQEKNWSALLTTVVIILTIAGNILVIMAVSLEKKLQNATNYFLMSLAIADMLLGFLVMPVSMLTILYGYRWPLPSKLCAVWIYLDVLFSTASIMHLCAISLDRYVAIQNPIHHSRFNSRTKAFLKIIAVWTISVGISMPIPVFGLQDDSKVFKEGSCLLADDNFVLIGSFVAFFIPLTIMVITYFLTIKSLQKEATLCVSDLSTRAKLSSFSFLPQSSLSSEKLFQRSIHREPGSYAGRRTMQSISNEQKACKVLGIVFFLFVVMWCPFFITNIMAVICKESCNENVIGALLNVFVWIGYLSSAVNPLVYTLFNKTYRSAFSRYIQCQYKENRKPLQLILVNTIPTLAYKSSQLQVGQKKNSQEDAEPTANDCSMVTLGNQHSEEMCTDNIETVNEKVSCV
Starred values were filed as active, the others as inactive; · = not tested or not shown.

SMILES	PDI turbidity	CaV13 ICDI inh	iPSC survival up	Cardio protect	aDG glyco act	Exocytosis inh	Vif inh	Glyco luc inh	ABCB6 inh MLPCN	HTR2A ag
CCOC(=O)c1c(NC(=O)C2CCN(S(=O)(=O)c3ccc(Cl)cc3)CC2)sc2c1CCCC2	14.4	-5.9	2.0	0.9	0.1	-2.7	2.4	-6.8	98.0	-0.8
COc1ccc2c(c1)cc(C(=O)N[C@@H](CCSC)C(=O)N1CCC(C(=O)O)CC1)n2C	0.2	-4.8	-0.3	2.4	-0.2	-10.6	-8.6	3.4	99.0	1.9
O=C(NC1=NCCS1)Nc1ccccc1	4.7	-4.0	-4.3	-14.3	0.0	-1.6	-2.7	-8.2	92.0	3.5
CCCNC(=O)NS(=O)(=O)c1cnccc1Sc1ccc(Cl)cc1	2.7	-7.2	4.4	20.7	0.0	2.2	0.7	-0.3	84.0	-2.5
CC/C(=N/NC(=O)CNc1ccc(Cl)cc1C)c1ccccc1	-7.2	-12.0	-1.0	-4.2	-0.3	0.0	22.9	-0.5	101.0	1.7
C=C(C)c1cccc(C(C)(C)NC(=O)NCCCN2CCCC2=O)c1	7.0	-5.4	-1.6	6.4	-0.1	1.0	2.1	3.1	95.0	5.5
O=C(Cc1cccs1)Nc1nnc(SCc2ccc(Br)cc2)s1	10.0	-17.4	-2.5	-1.8	-0.3	-15.2	11.3	0.9	99.0	2.1
COc1ccc(N2CCCC2)c(NC(=O)c2ccc(Br)o2)c1	11.0	-2.5	-0.7	1.3	-0.2	12.6	-19.3	-2.4	90.0	5.1
CCCCCCOc1ccc(N2C(=O)CC(S/C(N)=N/N=C(\C)c3cccs3)C2=O)cc1 (centres undefined)	-9.8	-12.1	-0.4	-9.1	0.3	2.5	-11.3	1.6	97.0	-2.0
CCN(CC)S(=O)(=O)c1cc(NC(=O)COC(=O)C2CCC2)ccc1C	-5.0	-5.8	-0.5	-9.0	0.0	1.2	-0.1	3.1	96.0	4.9
Cc1ccc(NS(=O)(=O)N2CCOCC2)cc1	11.5	·	-0.4	-0.7	0.1	37.4	1.2	1.0	100.0	5.3
CC(C)CNC(=S)NNC(=O)c1ccc(OC(F)F)cc1	-4.0	-5.8	-1.2	5.3	0.6	-1.4	6.8	1.5	95.0	5.6
COc1ccc(OC)c(S(=O)(=O)NCc2csc(-c3ccccc3)n2)c1	-0.9	·	1.3	9.4	-0.1	13.1	9.2	0.3	101.0	-6.8
CCC(C)[C@H](NC(=O)NCc1ccccc1Cl)C(=O)O (some centres undefined)	9.3	-5.0	-1.1	7.0	-0.2	1.3	-4.2	2.5	103.0	7.4
COc1ccccc1/C=C1\S/C(=N/NC(=O)c2cccc(Br)c2)NC1=O	2.8	-5.5	0.1	29.0	-0.1	-1.1	-2.7	2.1	103.0	-4.6
O=C(Nc1ccc(N2CCN(C(=O)c3cccs3)CC2)cc1)c1cccnc1Cl	1.2	4.5	-2.6	3.6	0.3	3.0	-5.3	11.7	87.0	-0.5
O=C(c1ccccc1)N1CCN(c2ncnc3c2cnn3-c2ccccc2)CC1	4.8	-2.0	-2.2	6.4	0.8	1.6	-18.7	-2.7	94.0	-2.9
CC(C)=CC(=O)OCC(=O)Nc1ccc(Cl)cn1	3.6	-5.4	0.4	3.4	-0.2	-1.1	2.2	0.1	99.0	-1.7
COC(=O)c1ccccc1SCC(=O)Nc1ccc(N2CCOCC2)cc1	1.8	-9.3	0.2	-3.6	0.2	4.6	0.5	-3.9	103.0	-2.4
O=C(NNC(=O)c1ccc2ccccc2n1)c1ccc(O)cc1	4.7	-5.1	0.0	20.7	0.3	-1.4	-2.4	1.0	92.0	-0.5
CN(C)CC/C=C1\c2ccc(F)cc2Sc2cc(F)c(Cl)cc21	-26.8	-3.8	-0.7	1.0	0.9	13.9	·	-9.3	120.0	-11.3
CC(C)=NNc1nc2c(c(=O)n(C)c(=O)n2C)n1CCc1ccccc1	-7.6	-3.1	2.9	5.9	-0.2	-1.0	-14.8	-1.1	104.0	1.6
COc1ccc(/C=C/C(=O)NCCCn2ccnc2)cc1	4.0	-16.7	-1.3	1.5	-0.2	-2.9	-1.0	-0.4	101.0	2.8
CC1CCCC(NC(=O)CCC(=O)c2ccc(F)cc2)C1C (centres undefined)	-0.3	4.1	-0.1	-0.5	0.0	-0.9	1.7	-1.4	95.0	0.4
Cc1ccc(C(C)C)c(Oc2cnccn2)c1	0.8	-19.9	0.1	-3.4	0.1	-6.7	-10.4	3.2	103.0	-3.9

Remaining list, next part.
SMILES	PDI turbidity	CaV13 ICDI inh	iPSC survival up	Cardio protect	aDG glyco act	Exocytosis inh	Vif inh	Glyco luc inh	ABCB6 inh MLPCN	HTR2A ag
CCS(=O)(=O)CCSc1nc(C)cc(C)c1C#N	-7.9	-11.2	7.0	4.1	0.0	-3.5	2.0	2.0	82.0	-1.4
Cc1nc(Nc2ccc(S(=O)(=O)N3CCCC3)cc2)c2nnn(Cc3ccccc3)c2n1	3.2	-2.9	-1.6	-20.2	-0.1	-0.9	·	-6.9	92.0	0.5
Cc1cccc(C(=O)Nc2ccc(Oc3cnccn3)cc2)c1	-16.3	-17.2	-0.8	2.8	0.0	6.7	-5.4	-0.5	98.0	-1.5
Cc1ccc(NC(=O)N(C2=NCC(C)S2)c2ccccc2)cc1 (centres undefined)	1.8	-4.5	-1.3	0.9	0.4	1.6	1.5	0.4	99.0	-4.3
O=C(CSc1nc(C2CCCCC2)nc2ccccc12)N1CCCC1	8.8	0.4	-0.1	13.3	0.5	0.3	14.0	4.6	89.0	-1.7
Cc1ccc(S(=O)(=O)N2CCC[C@H]2C(=O)OCC(=O)c2ccc3c(c2)NC(=O)CO3)cc1	1.7	-4.4	-0.8	-2.7	-0.1	-3.6	1.1	-0.7	94.0	-3.1
CN(Cc1nc2ccccc2c(=O)[nH]1)C(=O)C1CC(=O)N(c2cccc3ccccc23)C1 (centres undefined)	-0.2	-7.2	8.5	48.0	0.3	-2.1	1.8	3.7	98.0	-1.7
CC(C)COC(=O)/C(C#N)=C/c1cn(Cc2ccccc2)c2ccccc12	7.0	-21.4	4.5	-2.8	-0.2	-1.4	-0.2	-11.8	101.0	5.9
COc1ccc(NC(=O)c2cc(C3CCCCN3S(=O)(=O)Cc3ccccc3)on2)cn1 (centres undefined)	1.5	-4.4	0.1	1.3	0.3	-5.6	-7.9	-5.0	92.0	-3.9
Cc1ccc(S(=O)(=O)NCCCNS(=O)(=O)c2ccccc2[N+](=O)[O-])cc1	-0.3	-4.7	2.1	1.2	-0.1	2.0	6.0	-0.2	102.0	-8.6
O=C1c2ccccc2C(=O)N1Cc1nc(-c2ccccc2)no1	0.4	-12.7	3.2	2.2	-0.2	-0.6	-0.1	0.2	105.0	-7.1
CCCCCC[N+](C)(C)CC/C=C1/c2ccccc2Sc2ccc(Cl)cc21	20.1	5.8	1.0	-6.0	-0.2	-8.7	1.5	1.1	95.0	-9.5
CCCCNC(=S)NNC(=O)c1cc(-c2cccnc2)nc2ccccc12	2.8	-8.7	-0.5	-0.5	0.0	4.4	·	1.6	95.0	-9.6
Cc1ccc(NC(=O)CN(C)C(=O)Cc2ccccc2F)cc1	-11.9	-4.4	-0.6	-0.8	0.1	-6.2	2.1	2.2	101.0	3.6
CN1c2ccsc2/C(=N/NC(=O)c2c(F)cccc2F)CS1(=O)=O	-10.1	-3.1	-1.0	4.4	-0.2	-2.7	2.9	1.4	90.0	2.0
OC1(c2cccc(C(F)(F)F)c2)CCN(Cc2nc(-c3cnccn3)no2)CC1	1.8	1.5	-0.2	4.2	0.0	-1.8	-3.5	1.5	98.0	2.0
CN(CC(=O)Nc1ccccc1Cl)C(=O)COC(=O)c1ccc([N+](=O)[O-])s1	6.5	-3.0	-0.2	9.8	-0.2	0.3	3.2	2.9	103.0	3.9
Cc1scc(C(=O)N2CCN(c3ccc(Cl)cc3)CC2)c1C	-6.1	-3.0	-0.5	-1.3	0.1	6.0	-2.0	-2.2	99.0	-2.5
COCCNC(=O)C1CCCN(S(=O)(=O)c2cccc3nsnc23)C1 (centres undefined)	-1.7	-1.8	-0.4	1.3	-0.2	-5.1	-1.4	3.6	107.0	-3.7
CCOc1ccc(C(=O)Nc2ccc(-c3nc4ccccc4[nH]3)cc2)cc1[N+](=O)[O-]	-11.6	-6.3	-1.4	8.4	0.0	-4.3	-3.3	0.0	99.0	-0.5
Cc1ccc(NC(=O)C2C3C=CC4(CN(Cc5cccnc5)C(=O)C24)O3)cc1F (centres undefined)	·	-1.9	0.2	6.8	0.1	-3.7	17.5	-0.5	98.0	-5.6
CC(C)c1ccc(C2/C(=C(/O)c3ccc(F)cc3)C(=O)C(=O)N2CCCN2CCOCC2)cc1 (centres undefined)	12.1	-4.2	1.6	-2.4	0.0	-5.2	6.3	2.4	102.0	3.9
COC(=O)c1ccc(N/C=C/C(=O)c2ccc(OC)c(OC)c2)cc1	-0.6	-3.9	-3.7	-4.5	-0.2	-4.1	·	-0.2	100.0	5.3
CCCS(=O)(=O)N1CCN(Cc2ccc3c(c2)c2ccccc2n3CC)CC1	-0.3	-4.4	0.2	-7.0	0.3	2.7	-5.1	-4.3	95.0	-1.3
O=C(NCCN1CCN(S(=O)(=O)c2ccc([N+](=O)[O-])cc2)CC1)C(=O)Nc1ccccc1	-5.0	-5.0	-0.3	-1.2	-0.4	-1.5	-4.3	-2.5	96.0	2.1

Compound profiles, from the list above:
COCCNC(=O)C1CCCN(S(=O)(=O)c2cccc3nsnc23)C1 (centres undefined) is listed as PDI turbidity: -1.7; CaV13 ICDI inh: -1.8; iPSC survival up: -0.4; Cardio protect: 1.3; aDG glyco act: -0.2; Exocytosis inh: -5.1; Vif inh: -1.4; Glyco luc inh: 3.6; ABCB6 inh MLPCN: 107.0; HTR2A ag: -3.7
COc1ccc(NC(=O)c2cc(C3CCCCN3S(=O)(=O)Cc3ccccc3)on2)cn1 (centres undefined) is listed as PDI turbidity: 1.5; CaV13 ICDI inh: -4.4; iPSC survival up: 0.1; Cardio protect: 1.3; aDG glyco act: 0.3; Exocytosis inh: -5.6; Vif inh: -7.9; Glyco luc inh: -5.0; ABCB6 inh MLPCN: 92.0; HTR2A ag: -3.9

(more compounds)
SMILES	PDI turbidity	CaV13 ICDI inh	iPSC survival up	Cardio protect	aDG glyco act	Exocytosis inh	Vif inh	Glyco luc inh	ABCB6 inh MLPCN	HTR2A ag
CCC(C)[C@H](NC(=O)NCCCN1CCOCC1)C(=O)OC (some centres undefined)	0.9	-4.8	0.6	7.3	-0.1	1.2	-3.6	1.0	99.0	-0.2
CCN(CC(=O)Nc1c(F)cccc1F)C(=O)c1cc2ccccc2oc1=O	1.1	-5.5	-0.5	2.5	-0.2	0.9	-6.2	0.9	93.0	2.6
CCn1nc(C)cc1C(=O)Sc1cccc(Br)c1	3.4	-4.6	1.4	12.7	-0.1	51.0	0.9	15.5	92.0	-2.4
CCOc1ccc(/C=C2\SC(N3CCc4ccccc4C3)=NC2=O)cc1	0.6	-7.9	-1.6	-7.5	0.3	-0.9	-2.5	2.3	103.0	-0.4
COc1ccc(N2CCN(C(=O)CSc3nnnn3-c3ccc4c(c3)OCCO4)CC2)cc1	-1.8	-10.7	-0.6	-9.2	0.4	-2.4	-7.9	-6.6	105.0	0.4
Cc1sc2nc(CN(C(=O)NCc3ccccc3)C3CCCC3)[nH]c(=O)c2c1C	-3.4	-14.8	-0.2	23.6	0.3	3.9	-2.1	-0.6	101.0	-1.4
